Vc quorum ag: induces V. cholerae light production without autoinducers. V. cholerae BH1578 lux reporter, luminescence, 6 h. activation, % at 18.7 µM. 350,000 tested, 0.16% active. AID 588436; in the data active = activation mostly above about 9.7%, no sharp cut-off; note: not every result past the cut was called active; inactives centre near 0; reference of the scale not given here
PrPC TRFRET: cell surface PrPC inhibition, primary TR-FRET screen | P04156 | TR-FRET read-out | inhibition, % at 13.8 µM | 370,000 tested, 0.43% active | AID 720596; in the data active = inhibition above about 24%; note: 0% = median of the test wells and 100% = reference compound wells
TcdB GH inh: TcdB glycohydrolase inhibition; TcdB glycohydrolase enzymatic assay, plate reader; inhibition, % at 9.99 µM; P18177; 350,000 tested, 0.24% active; AID 652162; in the data active = inhibition above about 10%
SSB-PriA inh: blocks PriA binding to SSB C-terminal tail; 430,000 tested, 0.6% active; AID 1272365; AlphaScreen SSBct-PriA binding, biotinylated peptide; inhibition, % at 33 µM; in the data active = inhibition mostly above about 37%, no sharp cut-off; inactive = mostly below about 20%;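 note: plate controls were negative control peptide for no effect and reference peptide for full effect; strong numbers were not always called active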
CCHFV vOTU inh: CCHFV vOTU protease inhibition; AID 651958; inhibition, % at 11.5 µM; Pep-AMC fluorescence; 370,000 tested, 0.55% active; in the data active = inhibition above about 30%; note: 0% = vehicle wells with enzyme and 100% = no enzyme wells
3CLpro inhibitor: SARS-CoV 3CLpro protease inhibition; recombinant SARS-CoV 3CLpro, quenched FRET peptide cleavage; inhibition, % at 6 µM; 290,000 tested, 0.14% active; in the data active = inhibition above about 12%
Rv3671c inh: Rv3671c (M. tuberculosis) protease inhibition; inhibition, % at 5.96 µM; 320,000 tested, 0.048% active; P9WHR9; AID 2606; in the data active = inhibition above about 38%;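 note: extracellular domain of Rv3671c used as enzyme; 0% = enzyme with DMSO and 100% = no enzyme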
Target sequence (P9WHR9 whole entry, looked up, the tested form may be a part): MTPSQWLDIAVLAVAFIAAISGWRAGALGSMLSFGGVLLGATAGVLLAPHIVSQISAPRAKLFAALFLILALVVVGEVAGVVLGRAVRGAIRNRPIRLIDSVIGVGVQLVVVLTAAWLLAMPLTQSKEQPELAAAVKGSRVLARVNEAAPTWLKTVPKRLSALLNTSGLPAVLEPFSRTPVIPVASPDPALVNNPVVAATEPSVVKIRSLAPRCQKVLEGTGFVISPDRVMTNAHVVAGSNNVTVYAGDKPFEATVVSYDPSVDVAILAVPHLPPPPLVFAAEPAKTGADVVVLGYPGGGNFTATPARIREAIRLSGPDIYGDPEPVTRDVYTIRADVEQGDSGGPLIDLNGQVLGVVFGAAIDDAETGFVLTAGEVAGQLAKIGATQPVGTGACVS
MazEF act: MazEF (E. coli) toxin RNase activation. P0AE70. FAM/BHQ RNA-DNA oligo cleavage fluorescence, 5 h. activation, % at 20 µM. 350,000 tested, 0.32% active; in the data active = activation above about 50%
Target sequence (P0AE70 whole entry, looked up): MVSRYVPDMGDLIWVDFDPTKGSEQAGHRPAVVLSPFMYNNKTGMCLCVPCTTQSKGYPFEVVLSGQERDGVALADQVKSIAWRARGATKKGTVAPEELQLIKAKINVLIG
Y pestis TopoI: blocks Yersinia pestis topoisomerase I activity. 360,000 tested, 0.064% active. Y. pestis Topo-I cleavage product accumulation, plate reader. activity, % at 10 µM; in the data active = activity above about 50%, passing the limit was not always enough; note: inactives centre near 2
VHR inh abs: DUSP3 (human) phosphatase inhibition | P51452 | recombinant VHR phosphatase, pNPP absorbance | inhibition, % at 13.3 µM | 290,000 tested, 0.52% active | AID 1654; in the data active = inhibition above about 50%; note: some compounds called inactive have numbers as strong as hits
Target sequence (P51452 whole entry, looked up): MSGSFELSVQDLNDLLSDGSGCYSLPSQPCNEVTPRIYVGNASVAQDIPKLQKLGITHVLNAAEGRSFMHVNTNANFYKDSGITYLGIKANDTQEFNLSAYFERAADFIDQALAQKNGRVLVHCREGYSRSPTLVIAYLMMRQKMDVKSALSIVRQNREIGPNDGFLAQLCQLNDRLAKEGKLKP
Starred values were filed as active, the others as inactive; i = inactive; x = no result given; & = joins results of further samples.

No. | Molecule | Vc quorum ag | PrPC TRFRET | TcdB GH inh | SSB-PriA inh | CCHFV vOTU inh | 3CLpro inhibitor | Rv3671c inh | MazEF act | Y pestis TopoI | VHR inh abs
1 | Cc1c(C(=O)N2CCCC2(C)C(=O)NCC(C)C)oc2ccccc12 (configuration not stated) | i | 6 | 0.2 | x | -1 | x | x | x | 10 | x
2 | O=C(CCCN1CCC(O)(c2ccc(Br)cc2)CC1)c1ccc(F)cc1 | 0.8 | -10 | 1.3 | -2 | -8 | x | 4 | 5 | -4 | x
3 | O=C(Cn1c(=O)oc2cccnc21)Nc1ccccc1Oc1ccc(Cl)cc1Cl | x | x | x | 3 | x | -1 | 3 | 2 | x | 10
4 | COc1ccc(CC(NC(C)=O)C(=O)N2CCN(C(=O)N(C(C)C)C(C)C)CC2)cc1 (configuration not stated) | -0.3 | 2 | 0.5 | -7 | -16 | -4 | -7 | -2 | 0 | 21
5 | CCSc1nc2c([nH]1)c(=O)n(C)c(=S)n2C | -0.8 | 2 | 2.3 | -4 | -21 | x | x | 1 | 3 | x
6 | CCOC(=O)C1CCN(C(=O)CCNS(=O)(=O)c2ccc(C)cc2)CC1 | 3.4 | 2 | 2.2 | -4 | -28 | x | 6 | 1 | -2 | x
7 | CC(C)N(Cc1ccccc1)C(=O)COc1ccccc1 | -0.2 | 5 | 0.3 | -6 | -3 | 0 | 2 | -1 | 3 | 6
8 | COc1ccc(S(=O)(=O)NCc2ccc(C(=O)O)cc2)cc1 | -0.7 | -3 | 0.9 | 3 | 8 | 4 | -3 | 3 | -3 | 18
9 | Cc1ccc(NC(=S)N(Cc2ccco2)C2CCN(C(C)C)CC2)cc1 | -2.7 | -6 | x | 0 | -8 | -1 | 2 | 0 | 0 | 0
10 | O=C(NC1CCCCC1)c1ccc(S(=O)(=O)NCc2cccnc2)cc1 | -1.7 | 3 | x | -5 | 3 | 4 | -3 | 8 | 7 | 4
11 | COc1ccc(OC)c(NC(=O)C23CCC(C)(C(=O)O2)C3(C)C)c1 (configuration not stated) | -0.3 | -2 | x | -7 | 1 | -3 | -12 | -3 | -6 | -11
12 | COc1cccc(NC(=O)CN(C)CC(=O)Nc2ccc3c(c2)OCO3)c1 | i | 8 | -0.2 | -4 | 10 | x | 1 | 9 | -6 | x
13 | Cn1ncc2c(Nc3cccc4ccccc34)ncnc21 | i | -7 | x | -8 | 14 | 3 | 2 | 4 | 1 | 7
14 | O=C(O)CSCC(=O)N1CCCCC1 | -0.3 | -1 | 0.9 | -16 | 6 | 3 | 5 | 7 | -6 | 11
15 | S=C(NC1CC1)SCc1ccco1 | 5.0 | -9 | -1.5 | -22 | 4 | x | 4 | 1 | -9 | x
16 | COc1cc(C)c(S(=O)(=O)n2ccc(C)n2)cc1C | i | -5 | x | -13 | 11 | -5 | -4 | -1 | -2 | 8
17 | O=C(c1ccc(F)cc1)N(Cc1ccco1)C1CCS(=O)(=O)C1 (configuration not stated) | i | -1 | 1.9 | -15 | 11 | -4 | -10 | -2 | 7 | 2
18 | Cc1ccc(C(C(=O)NC2CCCC2)N(Cc2ccccc2)C(=O)c2csnn2)o1 (configuration not stated) | i | 8 | 0.0 | -4 | -3 | 6 | -2 | 7 | 15 | 17
19 | CCCc1ccc2oc(C(=O)NCCN3CCCC(O)C3)c(C)c2c1 (configuration not stated) | i | 1 | 0.2 | 11 | -10 | 7 | x | 6 | 9 | 8
20 | CCOC(=O)c1[nH]c(C)c(C(=O)OCC(=O)NCc2ccc(OC)cc2)c1C | 0.1 | -2 | 0.6 | 0 | 12 | x | -27 | -11 | -1 | x
21 | Nc1ccc(C(=O)CC(=O)Nc2ccc(Cl)cc2)cc1 | 0.2 | 2 | 0.7 | -1 | -3 | -1 | -12 | 7 | -3 | x
22 | COCCCNC(=S)Nc1cccc(SC)c1 | i | 1 | -0.6 | 2 | -2 | 1 | 13 | 10 | 1 | 27
23 | O=C(O)/C=C\C(=O)Nc1ccccc1C#Cc1ccc(Br)cc1 | -0.4 | 8 | x | -41 | 2 | 4 | -7 | -5 | 6 | -4
24 | CC(=O)c1ccc(N2CCN(C(=S)Nc3cccc(F)c3)CC2)cc1 | -0.1 | 4 | x | -29 | 6 | -4 | -9 | -4 | 8 | 7
25 | Brc1cccc(-c2cnc3n2CCCCC3)c1 | 0.1 | 12 | x | 14 | 4 | 1 | 9 | 5 | 17 | 19
26 | c1ccc(-c2ccc(-c3n(-c4ccccn4)c4ccccc4[n+]3-c3ccccn3)cc2)cc1 | -0.3 | -1 | 0.0 | 3 | -20 | 6 | x | -5 | 34 | 26
27 | Cc1ccc(N2CC(C(=O)Nc3ccc4c(c3)OCCO4)CC2=O)cc1C (configuration not stated) | -0.2 | -7 | 1.5 | -19 | 7 | 5 | 3 | 6 | 11 | 12
28 | CCOc1ccccc1NC(=O)C(Sc1nnc2ccccn12)c1ccccc1 (configuration not stated) | -0.4 | -1 | -0.4 | -12 | -15 | -2 | -8 | -4 | 17 | 0
29 | COc1ccc(-c2cc(=O)oc3c(C)c(OCC(=O)Nc4cccnc4)ccc23)cc1 | -0.1 | -8 | 1.3 | -6 | 1 | -2 | -8 | 15 | 6 | 1
30 | CCCCCc1c(O)nc(SCC(=O)NCC2CCCO2)[nH]c1=O (configuration not stated) | i | -2 | x | -5 | 3 | 5 | 4 | 6 | -3 | 18
31 | O=C(CCCN=C1NS(=O)(=O)c2ccccc21)Nc1ccc(Cl)cc1 | i | 7 | 2.8 | 3 | -4 | x | -6 | 8 | -4 | x
32 | CN(C)CCN(C(=O)COc1ccc(Cl)cc1)c1nc2cc3c(cc2s1)OCO3 | -0.3 | 2 | 1.0 | -6 | -2 | 4 | -8 | 3 | -9 | 33
33 | Cc1ccc(NS(=O)(=O)c2cc(OCC(N)=O)c(C)cc2Cl)cc1C | 5.0 | 1 | x | 0 | 5 | 6 | -4 | -3 | 0 | 46
34 | Cc1ccc(N2CCN(C(=O)c3cccs3)CC2)cc1C | i | 2 | -0.2 | 4 | 1 | -2 | 1 | -3 | 2 | 26
35 | Cc1csc(SCC(=O)NCc2ccc3c(c2)OCO3)n1 | -0.2 | 3 | 1.4 | -7 | 4 | 0 | -2 | -5 | 6 | 17
36 | COc1ccc(C2C(C(C)=O)=C(C)Nc3ncnn32)cc1[N+](=O)[O-] (configuration not stated) | i | -4 | 0.6 | 0 | 6 | 1 | -7 | 7 | 2 | x
37 | C/C(=N\NC(=O)CCC(=O)Nc1ccc(C)c(C)c1)C1CC1 | -0.4 | -2 | 2.7 | x | -5 | 1 | x | 3 | -4 | 20
38 | CS(=O)(=O)c1ccccc1-c1nc(-c2ccc(C(F)(F)F)cc2)no1 | i | 6 | x | -52 | 23 | -5 | -2 | -1 | 19 | 12
39 | COc1ccc2ccc(=O)oc2c1CC=C(C)C | -0.7 | 0 | 0.5 | -14 | 1 | 1 | -2 | -3 | 4 | -7
40 | CCCOc1ccc(Br)cc1/C=N/NC(=O)c1cc(OC)c(OC)c(OC)c1 | -0.3 | -3 | x | x | 0 | -2 | 5 | 3 | -9 | -6
41 | O=C1C2C3C=CC(C3)C2C(=O)N1/N=C/c1cn(Cc2ccc(F)cc2)c2ccccc12 (configuration not stated) | -0.4 | 12 | x | x | 4 | 1 | -2 | 7 | 2 | 10
42 | Cc1cc(C)n(C(=O)CNC(=O)c2ccccc2Br)n1 | -0.2 | -2 | 1.1 | -3 | -6 | 4 | 0 | 8 | -4 | 0
43 | COCCCNC(=O)c1ccc2c(c1)OCO2 | -0.3 | -6 | x | 1 | -5 | 4 | -4 | -2 | -3 | -13
44 | Cc1c(N=Nc2c(O)n(Cc3ccccc3)c(=O)[nH]c2=O)c(=O)n(-c2ccccc2)n1C | -0.3 | 4 | x | 7 | 4 | -1 | -35 | -9 | -5 | 10
45 | CSc1nnc(-c2cccs2)n1-c1ccccc1 | -0.3 | -10 | x | 0 | 3 | 2 | -3 | -16 | 0 | 6
46 | COc1ccc(Cl)cc1NC(=O)NN1CCN(C)CC1 | 1.6 | -3 | 0.8 | -14 | 18 | 1 | -2 | -3 | 3 | 30
47 | COc1ccc(S(=O)(=O)N2CCN(c3ccccn3)CC2)cc1OC | -3.5 | 1 | x | -5 | 3 | 4 | -2 | 2 | 4 | -3
48 | Cc1cc(C)cc(NCCC#N)c1 | 0.0 | 3 | -0.7 | -2 | -10 | 1&1 | -4 | 7 | -10 | -3&-8
49 | CC(C)CNC(=O)C(=O)NCC1CCCN1S(=O)(=O)c1cccs1 (configuration not stated) | i | -2 | 13* | -5 | 4 | x | -2 | -4 | -4 | x
50 | CCC/C(O)=N\S(=O)(=O)c1ccc(N=NN(C)C)cc1 | i | -7 | x | x | 15 | 1 | 0 | -1 | 0 | 18

By substructure, the entries above with bromine
No. | Molecule | Vc quorum ag | PrPC TRFRET | TcdB GH inh | SSB-PriA inh | CCHFV vOTU inh | 3CLpro inhibitor | Rv3671c inh | MazEF act | Y pestis TopoI | VHR inh abs
2 | O=C(CCCN1CCC(O)(c2ccc(Br)cc2)CC1)c1ccc(F)cc1 | 0.8 | -10 | 1.3 | -2 | -8 | x | 4 | 5 | -4 | x
23 | O=C(O)/C=C\C(=O)Nc1ccccc1C#Cc1ccc(Br)cc1 | -0.4 | 8 | x | -41 | 2 | 4 | -7 | -5 | 6 | -4
25 | Brc1cccc(-c2cnc3n2CCCCC3)c1 | 0.1 | 12 | x | 14 | 4 | 1 | 9 | 5 | 17 | 19
40 | CCCOc1ccc(Br)cc1/C=N/NC(=O)c1cc(OC)c(OC)c(OC)c1 | -0.3 | -3 | x | x | 0 | -2 | 5 | 3 | -9 | -6
42 | Cc1cc(C)n(C(=O)CNC(=O)c2ccccc2Br)n1 | -0.2 | -2 | 1.1 | -3 | -6 | 4 | 0 | 8 | -4 | 0

Later entries:
No. | Molecule | Vc quorum ag | PrPC TRFRET | TcdB GH inh | SSB-PriA inh | CCHFV vOTU inh | 3CLpro inhibitor | Rv3671c inh | MazEF act | Y pestis TopoI | VHR inh abs
51 | CC/C(C)=N\Nc1nc(-c2cc3cc(OC)ccc3oc2=O)cs1 | -0.3 | -6 | -0.6 | x | 3 | -2 | 1 | 2 | -10 | 12
52 | C/C(CS(=O)(=O)c1ccc(Cl)cc1)=N/NC(N)=S | i | -6 | 0.3 | x | 8 | 4 | -1 | -6 | -4 | 1
53 | Cc1sc(NC(=O)C2C3C=CC(C3)C2C(=O)O)c(C(N)=O)c1-c1ccc(C(C)C)cc1 (configuration not stated) | -0.3 | -2 | x | -7 | 11 | 3 | -1 | -6 | 8 | -11
54 | CC1CCCCN1C(=O)/C=C/c1ccccc1[N+](=O)[O-] (configuration not stated) | -0.2 | -9 | 2.3 | -1 | 3 | -2 | 6 | 2 | -4 | 5
55 | COc1ccc(-n2c(SCC(=O)Nc3nccs3)nc3c(c2=O)SC(C)C3)cc1 (configuration not stated) | 1.2 | -8 | 2.4 | -14 | 6 | -2 | -7 | 1 | -1 | 21
56 | COc1cc(Oc2ccccc2)nc(N)n1 | 0.0 | -6 | 1.1 | 2 | -2 | x | -3 | 1 | -7 | x
57 | O=[N+]([O-])c1cc(F)cc(F)c1Nc1ccc(F)cc1 | i | -4 | 0.3 | 20 | -4 | x | x | -1 | 4 | x
58 | Cc1nn(Cc2cccc(C(=O)Nn3cc([N+](=O)[O-])cn3)c2)c(C)c1[N+](=O)[O-] | -0.4 | 7 | -2.3 | -4 | 6 | -3 | -9 | 2 | -2 | -5
59 | Cn1c(=O)n(C)c2cc(S(=O)(=O)NCC(=O)O)ccc21 | -0.3 | 8 | 2.6 | -1 | -5 | 3 | -1 | 10 | 13 | -3
60 | CCCC1OC2CC3C4CCC5=CC(=O)C=CC5(C)C4C(O)CC3(C)C2(C(=O)O)O1 (configuration not stated) | -0.1 | 4 | -1.0 | -12 | -3 | -1 | -2 | 7 | 7 | 2
61 | Cc1oc2cc(O)ccc2c(=O)c1-c1ccccc1 | 1.6 | -3 | 2.4 | -3 | -48 | 2 | 1 | 14 | -4 | 17
62 | O=C(Nc1cc(C(F)(F)F)ccc1N1CCCC1)C1CCCO1 (configuration not stated) | i | 5 | 1.6 | 1 | 0 | x | 0 | -5 | -2 | x
63 | O=C(O)CC(=O)Nc1cc(Cl)ccc1O | -0.5 | -3 | x | -9 | 3 | -4 | -8 | 8 | 7 | -20

Compound activity deposited in PubChem by several laboratories.

Some of the compounds tested (hit frequency here may not be typical).
